High-throughput results as filed in PubChem.
mcGAS MS inh: inhibitors of Mus musculus cyclic GMP-AMP synthase, initial high-throughput assay, cell-free, RapidFire MS. inhibition, % at 12.5 µM. recombinant mouse cGAS, cGAMP by RapidFire MS. Q8C6L5. actives 0.18% (n = 130,000);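 active = inhibition of cGAS enzyme activity at or above 60%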;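 note: enzyme stimulated by 45 bp dsDNA with ATP and GTP substrates; cGAMP share of summed cGAMP plus half ATP and half GTP signals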
Target sequence (Q8C6L5 whole entry, looked up): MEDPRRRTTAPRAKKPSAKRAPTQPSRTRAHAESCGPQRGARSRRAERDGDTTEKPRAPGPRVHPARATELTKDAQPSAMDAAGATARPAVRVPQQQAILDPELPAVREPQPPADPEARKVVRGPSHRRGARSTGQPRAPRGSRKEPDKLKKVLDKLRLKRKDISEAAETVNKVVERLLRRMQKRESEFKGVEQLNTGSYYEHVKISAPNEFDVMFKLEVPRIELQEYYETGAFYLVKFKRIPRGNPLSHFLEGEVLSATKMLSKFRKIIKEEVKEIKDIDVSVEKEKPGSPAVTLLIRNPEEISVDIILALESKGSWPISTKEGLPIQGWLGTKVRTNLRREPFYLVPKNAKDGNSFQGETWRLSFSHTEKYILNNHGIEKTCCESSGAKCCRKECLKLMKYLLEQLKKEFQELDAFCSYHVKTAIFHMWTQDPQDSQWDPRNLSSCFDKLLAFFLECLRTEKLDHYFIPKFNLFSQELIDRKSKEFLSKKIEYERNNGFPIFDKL
An asterisk follows results filed as active; & = joins results of further samples.

SMILES | mcGAS MS inh
COc1cccc(-c2ccc(NC(=O)C3CCCN3C(=O)Cn3cccn3)cc2)c1 (centres undefined) | -5
CC1CC(c2cccc(F)c2)N(C(=O)NCCC(=O)N(C)C)C1 (centres undefined) | -8
COCCN1C(=O)c2ccccc2[C@H](C(=O)N2CCN(c3nc(-c4ccccc4)ns3)CC2)[C@@H]1c1cc2c(cc1Cl)OCO2 | 2
CCOc1ccc(S(=O)(=O)Nc2ccc(Br)cc2O)cc1 | 7
CN(CCC1CCCCO1)C(=O)c1cn(C/C=C/c2ccccc2)nn1 (centres undefined) | -5
NC(=O)NC(=O)C[P+](c1ccccc1)(c1ccccc1)c1ccccc1 | -12&-3
CCOC(=O)C1(Cc2cccc(OC)c2)CCCN(C(=O)c2cccnc2OC)C1 (centres undefined) | -4
CSc1ccc(CN2CCCC(N3CCN(c4ccccc4C)CC3)C2)cc1 (centres undefined) | 0
CC(=O)N1CCc2c(sc(NC(=O)c3ccccc3C)c2-c2nc3ccccc3s2)C1 | -7
CCOc1cccc(C=C(C#N)c2ccccn2)c1OC(F)F | 0
CCN(CC(=O)NC(C)(C)C)C(=O)c1csc(COC)n1 | -6
O=C(Cc1ccon1)Nc1ccc(Br)cc1C(F)(F)F | -17
O=C1NCCN2CCN(C(=O)C3(c4ccccc4F)CC3)CC12 (centres undefined) | 0
O=S(=O)(NCc1cccs1)c1cccc(S(=O)(=O)c2ccc(Br)cc2)c1 | -11
O=C(Nc1ccnn1C1CCN(C(=O)c2cccnc2)CC1)c1ccc2c(c1)OCO2 | -9
COC(=O)CCn1cc(C2CC(=O)Nc3cc4c(cc32)oc(=O)n4C)cn1 (centres undefined) | -4
CC(=O)OC1(CN2CCN(CCc3ccccc3)CC2)CCN(C(C)=O)CC1 | -9
CCOc1ccc(-n2c(CSc3ncccn3)nnc2SC(C)CC)cc1 (centres undefined) | -7
Cc1ccc(NC(=O)CSCc2cc(C)no2)cc1 | 14
Cc1ccc(C=C(C#N)S(=O)(=O)c2ccc(Br)cc2)o1 | -10
CCc1nc(C)c(C(=O)N2CCCC(c3nc(-c4ccccc4)no3)C2)o1 (centres undefined) | -4
c1ccc2oc(N(CC3CCCO3)CC3CCCO3)nc2c1 (centres undefined) | 0
COc1cc(Cl)c(NCc2c(C)cc(C)c(C(C)=O)c2C)cc1OC | -11
O=C1c2ccccc2NC2(CCN(Cc3ccc(F)c(F)c3)CC2)N1CCO | -4
O=C(c1ncc[nH]1)N1CCc2c(ncnc2N2CCOCC2)C1 | 4
Cc1csc(CN(C)C(=O)NCCNC(=O)CC2CCCC2)n1 | -2
Cc1ccc(CN(C(=O)Nc2ccc(N3CCCC3)nc2)C2CC2)o1 | -8
COC(=O)c1cccc2c(N=O)c(O)[nH]c12 | -4
Cc1[nH]cnc1CN(C)C1CCCc2ccccc21 (centres undefined) | -12
COc1cc(S(=O)(=O)N2CCCC2c2ccc3c(c2)OCCO3)ccc1NC(C)=O (centres undefined) | 1
Cc1nc(CNC(=O)c2cccc(-c3cn[nH]c3)c2)cs1 | -18
Cc1ccc2c(c1)NC(=O)c1cc(NC(=O)C3CCCC3)ccc1O2 | -5
Cc1ccc(NC(C)c2c(F)cccc2F)cc1C(N)=O (centres undefined) | 0
CN(Cc1n[nH]c2c1CCCCC2)C1CCCNC1 (centres undefined) | 3
O=C(CCc1ccc2c(c1)OCO2)N1CCC2(CCCN(CC3CC3)C2=O)C1 (centres undefined) | -4
CC1CN(C(=O)Nc2ccc(N3CCSCC3)cc2)CCO1 (centres undefined) | -16&-12
COc1ccc(NC(=O)CO/N=C(/N)c2nonc2N)cc1Cl | -12
O=S1(=O)CC(N2CCN(S(=O)(=O)c3ccccc3)CC2)[C@H](O)C1 (some centres undefined) | -20
CCCCCn1c(CCC(=O)O)nc2c1c(=O)[nH]c(=O)n2CCCC | -1
O=C1c2ccccc2C(=O)N1CSc1nc2ccccc2[nH]1 | 0
CSc1nc(=O)c2c(n1C)NC(=O)CC2c1ccccc1C (centres undefined) | 4
COc1ccc(C(=O)N(C)CCc2ccc(OC)c(OC)c2)c(OC)c1 | 1
COc1cccc(OC)c1-c1cnnc(NCC2(N(C)C)CCCCC2)n1 | -3
CCCCCCNC1=NCCS1 | -16
Cc1ccc(C2CCCN2C(=O)CNC(=O)C2CCCCC2)cc1 (centres undefined) | -5
O=C(Cn1cnc2sc3c(c2c1=O)CCCC3)NC1CCCCC1 | -2
O=C(c1ccc(Br)cc1)N1CCN(C(=O)c2ccc(Br)cc2)CC1 | 12
CC(C)C1CN(C(=O)c2ccc3cccc(F)c3n2)CCCN1CC1CC1 (centres undefined) | -9
O=C(Nc1ccc(C(=O)N2CCC3(CC2)OCCO3)s1)c1ccco1 | 5
CNC(=O)CSCc1noc(-c2ccccc2Cl)n1 | -6

Some values from the entries so far.
O=C(Cn1cnc2sc3c(c2c1=O)CCCC3)NC1CCCCC1 in mcGAS MS inh shows -2
COc1cccc(OC)c1-c1cnnc(NCC2(N(C)C)CCCCC2)n1 in mcGAS MS inh shows -3
CCCCCCNC1=NCCS1 in mcGAS MS inh shows -16
COc1ccc(C(=O)N(C)CCc2ccc(OC)c(OC)c2)c(OC)c1 in mcGAS MS inh shows 1
O=C(c1ccc(Br)cc1)N1CCN(C(=O)c2ccc(Br)cc2)CC1 in mcGAS MS inh shows 12
CNC(=O)CSCc1noc(-c2ccccc2Cl)n1 in mcGAS MS inh shows -6

Remaining list, next part:
SMILES | mcGAS MS inh
CC(C)(C)OC(=O)N1CCCC1C(=O)NCCCc1cc(N)n(-c2ccccc2)n1 (centres undefined) | -13
COc1ccc(NC(=O)CCC2CCCN(Cc3ccc(CO)o3)C2)cc1Cl (centres undefined) | -17
O=C(NCC1CCCN(c2nccn3cnnc23)C1)C1CC(=O)N(C2CCCCCC2)C1 (centres undefined) | 2
COc1c2ccoc2cc2oc(=O)ccc12 | -9
O=C(O)c1ccc(CSc2nnnn2-c2cccc3ccccc23)cc1 | -13
COc1ccccc1N1CCN(Cc2cccc3nccnc23)C(C)C1 (centres undefined) | -14
CC(C)Sc1ccc(CC(=O)NCC2CCN(C(C)C)CC2)cc1 | -4
Cc1cccc(-n2ccnc2-c2cccnc2)c1 | -11
O=C1C2C3CCC(O3)C2C(=O)N1n1cnnc1 (centres undefined) | 7
Oc1ccc(C=Cc2ccncc2)cc1 | -7
CCOC(=O)C(=N\O)/C(C)=N\NC(C)=O | -2
CCCCCn1c(=O)c2c(nc3n2CC(C)CN3c2ccc(Br)cc2)n(C)c1=O (centres undefined) | -3
CC(C)c1ccc(C(=O)Nc2sccc2C(=O)N2CCCC2)cc1 | -19
CCCOC1CCCN(S(=O)(=O)c2ccc(C)cc2)C1 (centres undefined) | -3
CCn1c(SCC(=O)Nc2cc(C)cc(C)c2)nc2c(c1=O)SC(C)C2 (centres undefined) | -4
CCc1noc(Cn2cc(C#N)c(=O)c3c(OC)cc(OC)cc32)n1 | -13
C#CCn1c(C2CC(=O)N(c3ccc(C)c(C)c3)C2)nc2ccccc21 (centres undefined) | -3
CC(C)c1nc(CNC(=O)c2cc(CN3CCC(O)CC3)on2)cs1 | -8
C=CCN1C(=O)C(C(C)CC)NC1=S (centres undefined) | 1
Cc1csc2nc(CSc3ncnc4sccc34)cc(=O)n12 | -12

Some of these compounds in order of length of the SMILES, lowest first:
SMILES | mcGAS MS inh
C=CCN1C(=O)C(C(C)CC)NC1=S (centres undefined) | 1
CCOC(=O)C(=N\O)/C(C)=N\NC(C)=O | -2
CC(C)c1nc(CNC(=O)c2cc(CN3CCC(O)CC3)on2)cs1 | -8
CCc1noc(Cn2cc(C#N)c(=O)c3c(OC)cc(OC)cc32)n1 | -13
C#CCn1c(C2CC(=O)N(c3ccc(C)c(C)c3)C2)nc2ccccc21 (centres undefined) | -3
CCCCCn1c(=O)c2c(nc3n2CC(C)CN3c2ccc(Br)cc2)n(C)c1=O (centres undefined) | -3

The list continues.
SMILES | mcGAS MS inh
O=C(Nc1ccc2c(c1)OCO2)N1CCC(c2nc3ccccc3[nH]2)CC1 | -3
Cc1ccc(NC(=O)C2C3CC4C(OC(=O)C42)C3Br)cc1Cl (centres undefined) | -3
CCC(C1=NN2C(=N)/C(=C\c3ccc4c(c3)OCO4)C(=O)N=C2S1)c1ccccc1 (centres undefined) | -8
COc1cccc(OC)c1OCCOc1cc(C)ccc1Cl | -12
CC(c1nc2scc(-c3ccccc3)c2c(=O)[nH]1)N1CCCCCC1 (centres undefined) | -2
COc1ccc(-c2c(Cc3ccccc3)[nH]n3c(=O)c(Cl)c(C)nc23)cc1 | -4
Cc1ccc(C(=O)NCc2ccccc2S(=O)(=O)N(C)C)cc1C | -16
CC(C)C(=O)NCc1ccccc1N1CCN(C(=O)C(C)C)CC1 | -6
CCCCn1c(=O)c2c(nc3n(CCO)c(C)c(C)n23)n(C)c1=O | -6
O=C(CC1COCCN1)NCCc1cnn(-c2ccccc2)c1 (centres undefined) | -9
COc1cccc(OC)c1-c1cnnc(N(C)CCC(O)c2ccccc2)n1 (centres undefined) | -5
CN(Cc1ccccc1C(F)(F)F)C(=O)c1cn(Cc2ccc(F)cc2)nn1 | -4
Cc1ccccc1CN1CCN(C(=O)C2CCC(=O)N(C3CC3)C2)CC1 (centres undefined) | -9
Cn1c(=O)c2c(nc(Sc3ncccn3)n2Cc2ccccc2Cl)n(C)c1=O | -4
CN(CCc1cnn(C)c1)C(=O)c1cn(Cc2cccc(C(F)(F)F)c2)nn1 | 1
CSc1nccc(Sc2cn[nH]n2)n1 | 0
CCc1oc(C(N)=O)cc1CN1CCOC(c2ccc(Cl)c(Cl)c2)C1 (centres undefined) | -4
CCN(Cc1noc(C2CCC2)n1)Cc1nc[nH]c1C | -7
CCCc1c(C(=O)O)cnn1-c1ccc([N+](=O)[O-])cc1 | -3
CCOC(=O)c1[nH]c(CSc2nncs2)c(C(=O)OCC)c1C | -13
COC[C@H]1CCC[C@H]1Nc1nc(C)nc2c1cnn2C | -13
Cc1cccc(C(=O)N[C@H](C(=O)OCc2cc(Cl)cc3c2OCOC3)C(C)C)c1 | 2
CC(C)OCc1ccc(CN)cc1 | -9
Cc1cc(C)n(CCCNC(=O)c2cccc(C3CCNC3)c2)n1 (centres undefined) | -6
CCCC(=O)N(CCN1CCOCC1)c1nc2c(C)ccc(C)c2s1 | -4
Cc1ccc(OC2(C(=O)N3CCC(N4CCCC4)CC3)CCNCC2)cc1 | -14
CCc1ccc(NC(=O)C(C#N)C(=O)C2CC(=O)N(C3CCCC3)C2)cc1 (centres undefined) | 5
CCn1cc(CN(C)Cc2cnn(-c3ccc(F)cc3)c2)cn1 | -14
COc1ccc(CNC2CCCc3ccccc32)cc1OC (centres undefined) | -5
CC(C)NC(=O)CSc1nc2c(cnn2CCO)c(=O)[nH]1 | -23

Fetched by compound from the entries so far:
SMILES | mcGAS MS inh
COc1ccc(C(=O)N(C)CCc2ccc(OC)c(OC)c2)c(OC)c1 | 1
CCCC(=O)N(CCN1CCOCC1)c1nc2c(C)ccc(C)c2s1 | -4
CC(C)c1nc(CNC(=O)c2cc(CN3CCC(O)CC3)on2)cs1 | -8
O=C1c2ccccc2NC2(CCN(Cc3ccc(F)c(F)c3)CC2)N1CCO | -4
CC1CN(C(=O)Nc2ccc(N3CCSCC3)cc2)CCO1 (centres undefined) | -16&-12
COc1cccc(OC)c1-c1cnnc(NCC2(N(C)C)CCCCC2)n1 | -3

Following part
SMILES | mcGAS MS inh
O=C(CC1CCc2ccccc21)NCc1cccnc1N1CCOCC1 (centres undefined) | -7
Cc1nc2c(N(C)CC3Cc4ccccc4CN3C)ncnc2o1 (centres undefined) | 4
Cc1cc(=O)oc2cc(OCC(=O)Oc3ccc4c(c3)OCO4)ccc12 | -8
CNC(=O)c1ccc(CN(C)Cc2c(O)ccc3ccc(OC)cc23)cc1 | -5
CS(=O)(=O)c1ccc(-n2ncc3c2CCN(C(=O)NCc2cccc(F)c2)C3)cc1 | -1
CN1CCC(n2nccc2NC(=O)c2cccnc2Sc2cccc(C(F)(F)F)c2)CC1 | 2
c1cn(CCSc2cn[nH]n2)c(-c2ccc3c(c2)OCCO3)n1 | 7
CC1CN(c2ccc(N(C)C)cc2)c2nc3c(c(=O)[nH]c(=O)n3C)n2C1 (centres undefined) | -8
CC(C)n1c(C2CCCN2c2ccc(C#N)cn2)nc2ccccc21 (centres undefined) | -4
CCC(C)NC(=O)c1ccccc1NC(=O)C1CCCCC1C(=O)O (centres undefined) | -6
COC(=O)c1cc(OC)c(OC)cc1NC(=O)c1cc(F)cc(F)c1 | -2
Cc1cc(C)cc(C(O)CN2CCC(CN3CCCCC3=O)CC2)c1 (centres undefined) | 4
O=C(CCn1c(-c2ccc(F)cc2)n[nH]c1=S)NCc1ccccc1 | 0
O=c1[nH]nc(-c2ccccc2)c2c1-n1nnnc1NC2c1ccccc1 (centres undefined) | -4
CC(C)(C)NC(=O)COc1ccc(-c2ccc(C#N)cc2)cc1 | -2
C=Cn1ccnc1P(c1ccccc1)c1nccn1C=C | -1
O=C1OC(c2ccc([N+](=O)[O-])cc2Cl)=N/C1=C\C(Cl)=C\c1ccccc1 | -2
COC(=O)c1cccc(-c2ncno2)c1 | -15
COC(=O)C1CSC(Cc2ccccc2)=N1 (centres undefined) | -3
C[N+]1=C(c2ccccc2)c2c(Br)cc(Br)n2CC1 | -4
Cc1cc(=O)[nH]c(CCn2cc(-c3ccc4c(c3)OCCO4)nn2)n1 | 5
Cn1c(=O)[nH]c(=O)c2c1nc1n2CCCN1c1ccc(Oc2ccccc2)cc1 | -4
O=C(c1ccc(N2CC=CCC2)nc1)N1CCC(N2CCOCC2)CC1 | -18
c1ccc(CN2CCC(c3nnc4n3CCCCC4)CC2)cc1 | -25
Cc1ccccc1CC(=O)Nc1cccc(N2CCCNC2=O)c1 | -1
Cc1ccc(CC2SC(N)=NC2=O)cc1Cl (centres undefined) | -14
O=S(=O)(NCCOc1ccccc1)NCc1ccccc1 | 4
NS(=O)(=O)c1ccc(NC(=O)NCc2ccccc2N2CCCC2)cc1 | -5
COc1ccc(OCc2cc(C(=O)N(C)C(C)c3ccon3)n[nH]2)c(Cl)c1 (centres undefined) | -8
CC(C)Oc1cccc(-n2c(CCc3c[nH]c4ccc(Br)cc34)nc3ccccc3c2=O)c1 | 1

A portion of the library; the hit share may differ from the screen's.
